TLR9-MyD88 block = blocks human TLR9 binding to MyD88. 340,000 compounds, 0.21% hits. CHO BLA complementation TLR9-MyD88, CCF4 FRET ratio. inhibition, % at 4.98 µM. AID 504734. Q9NR96+Q99836;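 active means inhibition above the mean over all tested compounds plus 3 SD, cut at about 21% in these data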;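 further: 0% = DMSO only wells and 100% = clavulanate BLA inhibitor control wells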
LMP1 NFkB inh = inhibitors of Epstein-Barr LMP1-induced NF-kappaB reporter; AID 504558; 350,000 compounds, 0.69% hits; LMP1-induced NF-kappaB luciferase reporter cells, luminescence; inhibition, % at 12.5 µM; in the data active means inhibition above about 41%;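 further: 0% = neutral control wells and 100% = reference inhibitor control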
NR2F2 inh = inhibitors of human COUP-TFII (NR2F2). HEK293T NGFI-A luciferase reporter, luminescence. inhibition, % at 8.6 µM. 370,000 compounds, 0.7% hits;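 active means inhibition above a per-plate cutoff, mean inhibition of test wells between control levels plus 3 SD, cut at about 38% in these data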;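 further: cells cotransfected with COUP-TFII expression vector driving the NGFI-A reporter; 0% = median of COUP-TF2 test wells and 100% = reporter-only cells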
SRC2 inh = inhibits human steroid receptor coactivator 2; HEK293 GAL4-SRC2 luciferase reporter, luminescence; Q15596; AID 651957; inhibition, % at 9 µM; 370,000 compounds, 0.17% hits;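 active means inhibition above the mean inhibition of all tested compounds plus 3 SD, set per campaign, cut at about 52% in these data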;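 further: 0% = DMSO treated cells and 100% = cells given Gossypol at 36 µM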
Target sequence (Q15596 whole entry, looked up, the tested form may be a part): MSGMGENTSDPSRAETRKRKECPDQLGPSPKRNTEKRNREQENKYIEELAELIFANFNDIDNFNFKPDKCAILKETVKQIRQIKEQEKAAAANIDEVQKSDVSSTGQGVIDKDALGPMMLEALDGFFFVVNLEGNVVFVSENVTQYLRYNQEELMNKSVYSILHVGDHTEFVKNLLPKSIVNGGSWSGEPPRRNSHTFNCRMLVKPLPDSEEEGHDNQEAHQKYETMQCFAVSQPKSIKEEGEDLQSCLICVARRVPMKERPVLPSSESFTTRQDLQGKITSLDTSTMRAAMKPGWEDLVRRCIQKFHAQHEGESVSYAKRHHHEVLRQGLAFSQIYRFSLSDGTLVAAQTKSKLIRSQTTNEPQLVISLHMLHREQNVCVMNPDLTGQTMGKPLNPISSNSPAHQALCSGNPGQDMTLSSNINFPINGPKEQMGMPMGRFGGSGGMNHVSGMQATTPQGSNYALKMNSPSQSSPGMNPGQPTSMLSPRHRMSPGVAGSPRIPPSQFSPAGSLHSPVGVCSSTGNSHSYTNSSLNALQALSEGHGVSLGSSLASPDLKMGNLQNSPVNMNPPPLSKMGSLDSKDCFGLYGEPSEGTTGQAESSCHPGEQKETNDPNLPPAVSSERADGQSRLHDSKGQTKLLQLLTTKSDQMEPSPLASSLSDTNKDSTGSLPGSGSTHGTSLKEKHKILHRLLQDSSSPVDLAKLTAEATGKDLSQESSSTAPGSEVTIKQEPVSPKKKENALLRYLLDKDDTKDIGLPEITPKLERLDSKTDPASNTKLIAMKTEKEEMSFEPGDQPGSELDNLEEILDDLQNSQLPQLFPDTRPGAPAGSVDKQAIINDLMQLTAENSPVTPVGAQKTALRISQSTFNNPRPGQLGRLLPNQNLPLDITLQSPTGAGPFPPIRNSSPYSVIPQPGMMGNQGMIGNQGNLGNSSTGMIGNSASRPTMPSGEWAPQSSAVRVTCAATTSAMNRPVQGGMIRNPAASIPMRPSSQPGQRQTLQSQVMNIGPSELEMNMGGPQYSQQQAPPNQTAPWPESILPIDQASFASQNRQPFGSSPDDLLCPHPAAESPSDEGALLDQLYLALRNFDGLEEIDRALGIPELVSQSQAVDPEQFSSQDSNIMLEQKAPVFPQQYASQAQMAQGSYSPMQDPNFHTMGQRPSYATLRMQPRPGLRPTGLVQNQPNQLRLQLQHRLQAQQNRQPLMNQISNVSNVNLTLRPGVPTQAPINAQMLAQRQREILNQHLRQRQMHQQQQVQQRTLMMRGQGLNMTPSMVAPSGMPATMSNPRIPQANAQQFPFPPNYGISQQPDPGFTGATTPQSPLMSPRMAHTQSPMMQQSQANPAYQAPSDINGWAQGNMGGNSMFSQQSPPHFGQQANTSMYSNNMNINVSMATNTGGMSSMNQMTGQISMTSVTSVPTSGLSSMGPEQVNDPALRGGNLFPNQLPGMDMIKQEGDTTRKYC
* = called active by the depositor; · = no result given; & = joins results of further samples. These rows are one share of the data, so the mix of outcomes need not match the whole.

SMILES	TLR9-MyD88 block	LMP1 NFkB inh	NR2F2 inh	SRC2 inh
Nc1cccc(S(=O)(=O)N2CCCN(S(=O)(=O)c3ccc4c(c3)OCCO4)CC2)c1	·	·	30	·
c1ccc2sc(-c3csc4c3CCNC4)nc2c1	·	·	-30	·
Fc1ccc(NC2CCC23CCC(c2ccccc2)CC3)cc1C(F)(F)F (stereo unspecified)	·	·	-3	·
O=C(NCc1ccccc1)OC1CCC12CCC(c1ccccc1)CC2 (stereo unspecified)	·	·	25	·
COc1ccccc1NC(=O)OCCN1CCCC12CCC(c1ccccc1)CC2 (stereo unspecified)	·	·	9	·
Cc1cc(C)cc(NC(=O)O[C@@H]2CC[C@@]34CCCN3C(=O)CCC[C@H]4C2)c1	·	·	0	·
O=C(Nc1ccc(Br)c(C(F)(F)F)c1)[C@@H]1CC=C[C@@H]2CCN(CC3CC3)C(=O)[C@@H]21	·	·	1	·
CC(C)(C)c1ccc(C(=O)Nc2cc(Cl)c(Br)cc2C(=O)O)cc1	·	·	7	·
C=CCN(C)C(C#Cc1ccccc1)c1ccccc1C(F)(F)F (stereo unspecified)	·	·	6	·
Cc1ccc(C(=O)Oc2coc(CSc3ncccn3)cc2=O)cc1[N+](=O)[O-]	·	·	4	·
C[C@H]1[C@@H](NC(=O)C2CCC2)CC[C@@]23CCCN2C(=O)CCC[C@@H]13	·	·	-8	·
CC(C)C[C@H](NC1(C(=O)NC2CCCCC2)CCCCC1)C(=O)NCC(c1ccccc1)c1ccccc1	·	·	26	·
O=C(NCc1cccs1)O[C@H]1CC[C@@]23CCCN2C(=O)CCC[C@H]3C1	·	·	-6	·
CCCC1CCC2(CC1)CCC2OC(=S)Nc1ccc(Br)cc1 (stereo unspecified)	·	·	12	·
CNC(C)C(=O)NC(C(=O)N1CCCC1C(=O)Nc1cccc2ncccc12)C(C)C (stereo unspecified)	·	·	-16	·
O=c1cc(N2CCN(c3ccnc4cc(Cl)ccc34)CC2)[nH]c(=O)n1C1CCCCC1	·	·	27	·
O=C1C(=O)N(Cc2ccc(-c3ccc(F)nc3)cc2)c2ccc(OC(F)(F)F)cc21	·	·	-49	·
CS(=O)(=O)c1ccc(C(=O)OCC#CCSc2nnc(-c3cccc4ccccc34)o2)cc1	·	·	10	·
CCC[C@H]1[C@@H](OC(=O)NCc2ccc(C)cc2)CC[C@@]23CCCN2C(=O)CCC[C@@H]13	·	·	31	·
CCCCNC(=O)O[C@H]1CC[C@@]23CCCN2C(=O)CCC[C@H]3[C@H]1CCC	·	·	-3	·
O=C1CCC[C@H]2C[C@H](NCc3ccc(Cl)c(Cl)c3)CC[C@]23CCCN13	·	·	8	·
CCC[C@H]1[C@@H](NC(=O)c2ccc(Cl)c(C(F)(F)F)c2)CC[C@@]23CCCN2C(=O)CCC[C@@H]13	·	·	14	·
COc1cc(OC)cc(C(C)c2ccc(C)cc2)c1 (stereo unspecified)	·	·	-3	·
NC(=O)c1c(N)[nH]c(C(=O)c2ccccc2)c1-c1ccccc1C(F)(F)F	·	·	-7	·
O=S(=O)(c1ccc2c(c1)OCCO2)N1CCN(S(=O)(=O)c2c(F)cccc2F)CC1	·	·	-7	·
CN1C2=N[C@@H](c3cccc(C(F)(F)F)c3)CC(=O)N2/C(=C\c2ccccc2)[C@H]1c1ccccc1	·	·	2	·
COCO[C@@H]1CC(CO)=C[C@H]2OCO[C@H]21	·	·	23	·
O=C(Nc1ccccc1C(F)(F)F)O[C@@H]1CC[C@@]23CCCN2C(=O)CCC[C@H]3C1	·	·	-21	·
CCCCCCc1ccc(NC(=O)[C@@H]2CC=C[C@@H]3CCN(Cc4ccccc4)C(=O)[C@@H]32)cc1	·	·	25	·
O=C1CN(C(=O)C2CCCCC2)C=CN1CCc1ccccc1Br	·	·	-1	·
Cc1ccc(CNC(=O)O[C@H]2CC[C@@]34CCCN3C(=O)CCC[C@H]4C2)cc1	·	·	-19	·
CCC[C@H]1[C@@H](OC(=O)NCc2cccs2)CC[C@@]23CCCN2C(=O)CCC[C@@H]13	·	·	12	·
CCCC/C=C1/[C@@H](CC)N(Cc2ccc(OC)cc2OC)C2=N[C@@H](c3ccccc3)CC(=O)N21	·	·	7	·
CCn1c(=O)n2n(c1=O)[C@@]1(C=C3CCCC[C@H]32)N=C(NC(=O)c2ccccc2)N(Cc2ccccc2)[C@H]1Cc1ccccc1	·	·	22	·
CCCC1CCC2(CC1)CCC2OC(=S)Nc1ccc(Cl)cc1 (stereo unspecified)	·	·	-11	·
CCCC/C=C1/C(c2ccccc2)N(Cc2ccc(OC)cc2OC)C2=NC(c3ccccc3)CC(=O)N21 (stereo unspecified)	·	·	-3	·
C[C@H]1[C@@H](NCC2CCCCC2)CC[C@@]23CCCN2C(=O)CCC[C@@H]13	·	·	-16	·
COC(=O)[C@H]1C[C@]2(C(C=C(C)C)S(=O)(=O)c3ccccc3)c3ccccc3N[C@H]2N1 (stereo partly specified)	·	·	7	·
COc1ccc(S(=O)(=O)NC2CCN(C#N)CC2)cc1	·	·	12	·
O=C1CCC2(CCC(c3ccccc3)CC2)N1CC[C@@H](O)c1ccccc1 (stereo partly specified)	·	·	15	·

Given in markdown: part of the list above.
| Structure | TLR9-MyD88 block | LMP1 NFkB inh | NR2F2 inh | SRC2 inh |
| --- | --- | --- | --- | --- |
| O=C1CCC2(CCC(c3ccccc3)CC2)N1CC[C@@H](O)c1ccccc1 (stereo partly specified) | · | · | 15 | · |
| COc1ccc(S(=O)(=O)NC2CCN(C#N)CC2)cc1 | · | · | 12 | · |

More structures follow.
SMILES	TLR9-MyD88 block	LMP1 NFkB inh	NR2F2 inh	SRC2 inh
O=C(/C=C/c1ccc(-c2ccccc2)cc1)NC1=NCCS1	·	·	-29	·
O=C1CCCC2=C1C1(CCCC1)N=C(Nc1nc3cc(Br)ccc3o1)N2	·	·	2	·
O=C(NCCCc1ccccc1)[C@H](Cc1c[nH]c2ccccc12)NC1(C(=O)NCCc2c[nH]c3ccccc23)CCC1	·	·	2	·
COc1cc(/C=C/C(=O)c2ccccc2)cc(OC)c1OC	·	·	18	·
CS(=O)(=O)c1nc(-c2ccc(Br)cc2)cs1	·	·	-9	·
C[C@@H]1[C@H](c2ccccc2)OC(O)([C@H](Cc2ccccc2)NC(=O)OC(C)(C)C)CN1C (stereo partly specified)	·	·	16	·
O=C(OCC#CCSc1nnc(-c2cccc(F)c2)o1)c1ccc(F)cc1	·	·	1	·
CC(C)(C)CCN1C[C@@H]2C(CNC(=O)c3cc(Cl)cc(Cl)c3)[C@@H]2C1 (stereo partly specified)	·	·	0	·
COC(=O)[C@@H]1[C@H](O[Si](C)(C)C(C)(C)C)[C@H]2O[C@H]2C[C@H]1S(=O)(=O)c1ccccc1	·	·	-2	·
Cc1ccc(CNC(=O)O[C@H]2CC[C@@]34CCCN3C(=O)CCC[C@H]4C2)o1	·	·	-8	·
FC(F)(F)c1cccc(NC(=S)OC2CCC23CCC(c2ccccc2)CC3)c1 (stereo unspecified)	·	·	0	·
CCOc1ccc(-c2csc(N3CCC(C(N)=O)CC3)n2)cc1	·	·	-35	·
CCC[C@H]1[C@@H](NC(=O)c2ccc(OC)cc2)CC[C@@]23CCCN2C(=O)CCC[C@@H]13	·	·	7	·
O=C1CCC[C@H]2C[C@H](NCc3cccc(Cl)c3)CC[C@]23CCCN13	·	·	3	·
CC1CCC2(CC1)CCC2NCc1ccc(Br)cc1 (stereo unspecified)	·	·	6	·
O=C(O)c1ccccc1-c1noc(-c2ccccc2F)n1	·	·	-40	·
C[C@H]1[C@@H](OC(=O)Nc2ccccc2C(F)(F)F)CC[C@@]23CCCN2C(=O)CCC[C@@H]13	·	·	8	·
CC(C)(C)c1ccc(C(=O)Nc2cc(Cl)ccc2-c2nn[nH]n2)cc1	·	·	-13	·
CCCC1CCC2(CCCN2CCOC(=S)Nc2ccccc2OC)CC1 (stereo unspecified)	·	·	51*	·
Cc1ccc(S(=O)(=O)NC[C@@H]2C[C@H](c3ccccc3)ON2S(=O)(=O)c2ccc(C)cc2)cc1	·	·	4	·
Cc1nc2ccccn2c1P(=O)(c1ccccc1)c1ccccc1	·	·	14	·
O=C(OCC#CCSc1nnc(-c2ccc(Cl)cc2)o1)c1ccc(F)cc1	·	·	-16	·
C[C@H]1[C@@H](OC(=O)N2CCOCC2)CC[C@@]23CCCN2C(=O)CCC[C@@H]13	·	·	-8	·
O=C(c1ccoc1)N1CCN(c2cc(-c3ccco3)nc3cc(-c4ccco4)nn23)CC1	·	·	2	·
Cc1ccc(NC(=O)[C@@H]2CCCN2S(=O)(=O)c2cccc3cccnc23)c(C)c1	·	·	-1	·
Oc1ccc(CCc2ccccc2)c2cccnc12	·	·	22	·
CC(=O)Nc1sc2c(c1-c1nc3ccccc3s1)CCN(C)C2	·	·	-99	·
N=c1c2c(ccn1CCCCc1ccccc1)Oc1ccc3ccccc3c1C2c1ccccc1 (stereo unspecified)	·	·	20	·
C#CCOCCOCCOCCNc1nc(N2CCN(C(=O)C(Cc3cc4ccccc4[nH]3)n3cc(C(N)C(C)CC)nn3)CC2)nc(N2CCN(C(=O)C(Cc3cc4ccccc4[nH]3)n3cc(C(N)C(C)CC)nn3)CC2)n1 (stereo unspecified)	1	2	·	·
CS(=O)(=O)Nc1ccc(C(=O)Nc2ccc3c(c2)OCCO3)cc1	-2	-11	·	·
O=C(O)c1ccc(NS(=O)(=O)c2cccc(S(=O)(=O)c3ccc(Cl)c(Cl)c3)c2)cc1	7	3	·	·
C#CCOCCOCCOCCNc1nc(N2CCN(C(=O)CCCCCCCCCCNC(=O)[C@H](CCCCN)n3cc(C)nn3)CC2)nc(N2CCN(C(=O)CCCCCCCCCCNC(=O)[C@H](CO)n3cc(CCCSC)nn3)CC2)n1	2	0	·	·
Cn1nnnc1Sc1ncnc2scc(-c3cccs3)c12	0	53*	·	·
CCn1c(O)c(C2=c3ccccc3=NC2=O)c2cc(Br)ccc21	·	·	-3	-31
Cc1occc1-c1nnc(SCC(=O)N[C@@H]2CCc3ccccc32)n1-c1ccccc1	·	·	11	24
CCCCNC(=O)OCCCN1CCC2(CCC(c3ccccc3)CC2)C1=O (stereo unspecified)	·	·	9&19	4&16
C=CCN1C(=O)[C@H](CC(=O)NCC2CCCCC2)[C@@]2(C(=O)OCC)CCCC=C12	·	·	10	14
O=C(CCc1ccccc1-c1ccccc1CCNC(=O)c1cccc(F)c1)NCc1ccccc1	·	·	8	2
CN(C(=O)CNC(=O)c1ccccc1OCC(=O)Nc1ccc(I)cc1)c1ccccc1	·	·	-6	-4
COC(=O)C1=C(C)N(C)C(=NCc2cccc(C(F)(F)F)c2)NC1c1ccc(Cl)cc1 (stereo unspecified)	·	·	-18	15

Compound profiles (already shown).
Results for CCCCNC(=O)OCCCN1CCC2(CCC(c3ccccc3)CC2)C1=O (stereo unspecified) : TLR9-MyD88 block = ·; LMP1 NFkB inh = ·; NR2F2 inh = 9&19; SRC2 inh = 4&16
Results for O=C(O)c1ccc(NS(=O)(=O)c2cccc(S(=O)(=O)c3ccc(Cl)c(Cl)c3)c2)cc1 : TLR9-MyD88 block = 7; LMP1 NFkB inh = 3; NR2F2 inh = ·; SRC2 inh = ·

Next results follow.
SMILES	TLR9-MyD88 block	LMP1 NFkB inh	NR2F2 inh	SRC2 inh
CCN(CC)C(=O)CC[C@@H]1CC[C@]2(CCCN(Cc3nccs3)C2)O1	·	·	-5	-12
Cc1ccccc1N1CCN(S(=O)(=O)c2ccc3c(c2)oc(=O)n3C)CC1	·	·	-2	-18
CCCCOCCCNC(=O)C[C@@H]1C[C@]2(C(=O)OCC)CCC3=C2N(CCC3)C1=O	·	·	-3	5
O=C(Nc1ccc2ccccc2c1)C(=O)C1C(=O)Nc2ccccc21 (stereo unspecified)	·	·	12	1
Cc1ccc(NC(=O)[C@@H]2CC(=O)O[C@@H]2c2ccccc2)cc1C	·	·	-26	-22
COc1ccc(CNC(=O)CCNS(=O)(=O)c2ccc3[nH]c(=O)oc3c2)cc1	·	·	-2	-10
COc1ccc(OC)c(CC(NC(C)=O)C(=O)NC2CCN(c3nnnn3-c3ccccc3)CC2)c1 (stereo unspecified)	·	·	-5	0
O=C(NCc1ccccc1)[C@@H]1CCCN1C(=O)[C@H]1CCCN1C(=O)c1cccc(F)c1	·	·	13	-14
CCOc1ccc(-n2c(SCC(=O)NN=Cc3ccc(C(=O)O)cc3)nnc2-c2cccnc2)cc1	·	·	-7	-9
O=C(NC1CCCCN(Cc2ccc(Cl)cc2)C1=O)c1cccs1 (stereo unspecified)	·	·	-2	-24
COC(=O)[C@]12C[C@H](CC(=O)NCC34CC5CC(CC(C5)C3)C4)C(=O)N(Cc3ccc(Cl)cc3Cl)C1=C[C@H](COCc1ccccc1)O[C@@H]2C	·	·	-9	0
Nc1nc(Nc2cccc3ccccc23)nc(C2CCCC2=O)n1 (stereo unspecified)	·	·	3	-4
CCOc1cccc(C=NNc2nc(=O)cc(C(=O)OC)s2)c1O	·	·	-10	-11
C#CCN1C[C@@]2(O)CC[C@@H](O)[C@@H](OC)[C@@H]2[C@@]1(C)[C@H](O)CC=C(C)C	·	·	0	-9
CC(C)Cn1cc(C(=O)NC2CCN(Cc3ccccc3)CC2)c2c3ccccc3n(C)c2c1=O	·	·	17	-28
Cc1c[nH]c2cccc(-c3cccc4ccccc34)c12	·	·	-4	3
CCCCCOc1ccc(N2C(=O)C(C)CNC2=S)cc1 (stereo unspecified)	·	·	-7	-3
COCCNC(=S)N(C)[C@H]1C[C@H]2c3[nH]c4c(-c5ccc6c(c5)OCO6)cccc4c3CCN2C[C@H]1[C@H](C)O	·	·	-2	10
